Source: PubChem BioAssay (Broad Institute)
EZH2 inh: inhibitors of human EZH2/PRC2 methyltransferase. Q15910. PRC2 H3K27 methylation, DELFIA TRF, 1 h. inhibition, % at 12.5 µM. 0.35% of 57,000 active. AID 651548;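 active = mean inhibition of replicates at least 50% and every single replicate also reaching 50%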;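 note: dimethyl H3K27 on biotinylated H3 21-44 peptide detected by antibody; plate controls were median neutral control wells for no effect and median positive control wells for full effect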
Target sequence (Q15910 whole entry, looked up): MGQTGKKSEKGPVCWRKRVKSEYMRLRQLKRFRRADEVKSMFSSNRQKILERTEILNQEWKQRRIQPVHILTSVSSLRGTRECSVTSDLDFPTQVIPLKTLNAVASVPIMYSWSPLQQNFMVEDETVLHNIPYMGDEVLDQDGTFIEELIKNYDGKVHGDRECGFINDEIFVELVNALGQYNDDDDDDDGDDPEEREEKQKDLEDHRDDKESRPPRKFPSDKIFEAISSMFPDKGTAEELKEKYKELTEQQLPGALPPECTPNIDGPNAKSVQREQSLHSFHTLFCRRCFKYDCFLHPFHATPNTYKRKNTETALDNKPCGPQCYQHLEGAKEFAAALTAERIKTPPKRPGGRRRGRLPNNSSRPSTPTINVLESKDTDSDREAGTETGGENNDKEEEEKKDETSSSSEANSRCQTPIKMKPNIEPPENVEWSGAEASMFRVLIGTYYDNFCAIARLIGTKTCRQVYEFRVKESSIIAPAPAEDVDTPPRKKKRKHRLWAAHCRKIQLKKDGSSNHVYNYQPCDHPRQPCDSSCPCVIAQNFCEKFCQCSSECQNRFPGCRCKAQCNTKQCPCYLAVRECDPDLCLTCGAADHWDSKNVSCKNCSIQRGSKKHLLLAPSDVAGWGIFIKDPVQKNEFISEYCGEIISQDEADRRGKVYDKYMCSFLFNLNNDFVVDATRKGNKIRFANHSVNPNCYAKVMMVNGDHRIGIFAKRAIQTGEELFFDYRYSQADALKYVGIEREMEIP
IDH1 mut inh: blocks human IDH1 R132H reductase activity; diaphorase/resazurin fluorescence, 60 min; inhibition, % at 10 µM; 0.18% of 70,000 active; in the data active = inhibition above about 34%;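 note: 0% = DMSO and 100% = no enzyme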
* hit, by the source's call; nt = not tested or not shown.

Start of the data: the first 2 records, ahead of the listing:
SMILES | EZH2 inh | IDH1 mut inh
COc1ccc(CN2C(=O)C(O)(CC(=O)c3ccc(Cl)s3)c3ccccc32)cc1OC (stereo unspecified) | -5.2 | -0.1
C[C@H]1CCCCO[C@H](CN(C)C(=O)CCC(F)(F)F)[C@@H](C)CN([C@@H](C)CO)C(=O)c2cc(NC(=O)c3ccncc3)ccc2O1 | nt | 0.8

The listing, previewed entries included:
SMILES | EZH2 inh | IDH1 mut inh
COc1ccc(CN2C(=O)C(O)(CC(=O)c3ccc(Cl)s3)c3ccccc32)cc1OC (stereo unspecified) | -5.2 | -0.1
C[C@H]1CCCCO[C@H](CN(C)C(=O)CCC(F)(F)F)[C@@H](C)CN([C@@H](C)CO)C(=O)c2cc(NC(=O)c3ccncc3)ccc2O1 | nt | 0.8
C[C@@H]1CN([C@H](C)CO)C(=O)c2cc(-c3cccc(C(=O)N(C)C)c3)cnc2O[C@H]1CN(C)C | 2.4 | 0.2
CCCC(=O)Nc1ccc2c(c1)OC[C@H](C)N(C(C)=O)C[C@@H](C)[C@H](OC)CN(C)C2=O | -2.1 | 0.1
C=CC[C@@]12N=C(c3ccc(OCCCO)cc3)O[C@@H]1c1ccccc1CN(CCS(=O)(=O)c1ccccc1)C2=O | 2.7 | 0.0
COc1ccc(NC(=O)Nc2ccc3c(c2)CC(=O)N([C@H](C)CO)C[C@H](C)[C@@H](CN(C)Cc2ccc4c(c2)OCO4)O3)cc1 | nt | 0.0
COCCNC(=O)C[C@H]1C[C@@H]2c3cc(NC(=O)CN(C)C)ccc3O[C@@H]2[C@@H](CO)O1 | 3.8 | -0.4
C[C@H]1CN([C@@H](C)CO)C(=O)c2cc(NC(=O)Nc3ccc4c(c3)OCO4)ccc2O[C@@H]1CN(C)C(=O)Nc1ccccc1 | nt | 0.1
Cc1ccc(S(=O)(=O)Nc2ccc3c(c2)C(=O)N([C@@H](C)CO)C[C@@H](C)[C@@H](CN(C)C)O3)cc1 | nt | -1.3
C[C@@H]1CN([C@@H](C)CO)C(=O)c2cccc(NC(=O)c3ccncc3)c2O[C@H]1CN(C)Cc1ccc(-c2ccccc2)cc1 | -10.9 | nt
C[C@H](CO)N1C[C@H](C)[C@@H](CN(C)S(=O)(=O)c2cn(C)cn2)Oc2c(NC(=O)C3CCOCC3)cccc2C1=O | nt | 2.7
O=C(CCN1CCCCC1)N[C@H]1CC[C@H](CCn2cc(-c3ccccc3)nn2)O[C@H]1CO | 9.6 | 0.4
Cc1ccc(OCC(=O)Nc2ccc3oc(-c4cccnc4)nc3c2)c(C)c1 | -9.6 | 0.2
COc1ccc(CNC(=O)C[C@H]2CC[C@H](NC(=O)c3cccc(F)c3)[C@H](CO)O2)cc1 | -1.6 | 0.2
CS(=O)(=O)N(CC(=O)Nc1ccc(I)cc1)c1ccc(Cl)cc1Cl | 8.4 | 0.0
Cc1ccc(NC(=O)COc2ccccc2)c(NC(=O)c2ccco2)c1 | -3.2 | 0.0
C/C=C/c1cnc2c(c1)C(=O)N([C@H](C)CO)C[C@@H](C)[C@H](CN(C)C(=O)Nc1cccc(OC)c1)O2 | 7.3 | -6.8
C[C@H](CO)N1C[C@H](C)[C@@H](CN(C)S(=O)(=O)c2ccc(F)cc2)Oc2cc(-c3cccc(F)c3)ccc2S1(=O)=O | 4.6 | nt
CC(=O)Nc1ccc(NC(=O)CN(c2cccc(Br)c2)S(C)(=O)=O)cc1 | -8.1 | -0.1
C[C@@H]1CCCCO[C@@H](CN(C)S(=O)(=O)c2cn(C)cn2)[C@H](C)CN([C@H](C)CO)C(=O)c2cc(NS(=O)(=O)c3cn(C)cn3)ccc2O1 | nt | -7.9
Cc1noc(C)c1S(=O)(=O)Nc1ccc2c(c1)C(=O)N([C@@H](C)CO)C[C@@H](C)[C@H](CN(C)Cc1ccc3c(c1)OCO3)OCCCC[C@@H](C)O2 | nt | -0.6
C[C@H]1CCCCO[C@@H](CN(C)C(=O)c2ccncc2)[C@@H](C)CN([C@@H](C)CO)C(=O)c2cc(NC(=O)c3ccccc3)ccc2O1 | nt | 5.6
CC(C)NC(=O)Nc1ccc2c(c1)CC(=O)N([C@@H](C)CO)C[C@H](C)[C@H](CN(C)S(C)(=O)=O)O2 | -9.0 | -0.3
CO[C@H](CN(C)S(=O)(=O)c1ccc(F)cc1)[C@@H](C)CN(C(=O)Nc1ccccc1F)[C@H](C)CO | 6.1 | -0.1
CC(C)NC(=O)Nc1cccc2c1O[C@H](CN(C)C(=O)NC(C)C)[C@@H](C)CN([C@@H](C)CO)C2=O | 5.7 | -0.2
C[C@@H]1CN([C@H](C)CO)C(=O)Cc2cc(NC(=O)Nc3ccc(C(F)(F)F)cc3)ccc2O[C@@H]1CN(C)S(=O)(=O)c1ccc(Cl)cc1 | nt | -1.1
CC(C)[C@@H](C)NC(=O)N(C)C[C@@H]1OCc2ccccc2-c2c(n(C)c3ccccc23)C(=O)N([C@@H](C)CO)C[C@H]1C | -26.3 | nt
C[C@@H]1CCCCO[C@H](CN(C)S(=O)(=O)c2ccc(Cl)cc2)[C@H](C)CN([C@H](C)CO)C(=O)c2cc(NS(=O)(=O)c3ccc(F)cc3)ccc2O1 | nt | 0.4
C[C@@H]1CN([C@@H](C)CO)S(=O)(=O)c2ccc(Br)cc2O[C@@H]1CN(C)C(=O)CN(C)C | -10.9 | -3.5
CO[C@H]1CN(C)C(=O)c2cc(NC(=O)Nc3ccc(Cl)c(Cl)c3)ccc2OC[C@@H](C)NC[C@@H]1C | -26.0 | nt
O=C(C[C@H]1CC[C@@H](NC(=O)C2CC2)[C@H](CO)O1)NCCCN1CCOCC1 | 2.1 | -1.9
C[C@H](CO)N1C[C@H](C)[C@H](CN(C)S(C)(=O)=O)Oc2cc(-c3ccccc3)ccc2S1(=O)=O | nt | 0.8
CCC(=O)Nc1ccc2c(c1)OC[C@@H](C)N(Cc1ccccc1)C[C@H](C)[C@H](OC)CN(C)C2=O | -5.6 | -0.3
O=C(CCCCCCC(=O)Nc1ccccc1O)N/N=C/c1ccc(-n2ccnc2)cc1 | -12.6 | -0.6
COc1ccc(S(=O)(=O)Nc2cccc3c2O[C@H](CN(C)S(=O)(=O)c2c(C)noc2C)[C@@H](C)CN([C@H](C)CO)C3=O)cc1 | nt | -1.8
CO[C@@H]1CN(C)C(=O)c2ccc(NS(C)(=O)=O)cc2OC[C@@H](C)N(C(=O)c2ccc3c(c2)OCO3)C[C@@H]1C | 3.5 | nt
C[C@H](CO)N1C[C@H](C)[C@H](CN(C)C(=O)OCc2ccccc2)OCc2cnnn2CCCC1=O | 7.3 | 0.9
CO[C@@H]1CN(C)C(=O)c2cc(NC(C)=O)ccc2OC[C@H](C)N(C(=O)CN(C)C)C[C@H]1C | 2.7 | 0.1
CO[C@@H]1CN(C)C(=O)c2cc(NS(=O)(=O)c3ccccc3C)ccc2OC[C@H](C)N(C)C[C@H]1C | -1.4 | -0.2
C[C@@H]1CN([C@@H](C)CO)C(=O)c2cc(NC(=O)Cc3cn(C)c4ccccc34)ccc2O[C@@H]1CN(C)Cc1ccc(-c2ccccc2)cc1 | nt | 0.0
Cc1ccccc1-c1ccc2c(c1)O[C@@H](CN(C)Cc1ccc(C(=O)O)cc1)[C@H](C)CN([C@@H](C)CO)S2(=O)=O | 30.7 | 5.6
CCn1c(SCC(=O)Nc2sc3c(c2C#N)CCCC3)nnc1-c1cccc(Cl)c1 | 13.3 | -0.1
C[C@H](CO)N1C[C@H](C)[C@@H](CN(C)S(=O)(=O)c2ccccc2)Oc2ccc(NC(=O)CCCN(C)C)cc2CC1=O | 1.7 | -1.3
O=C(Nc1ccccc1)c1cc([N+](=O)[O-])ccc1NCc1cccnc1 | -12.2 | 0.2
S=C(NCc1ccco1)Nc1cccnc1 | 7.7 | -0.2
CCCN1C[C@H](C)[C@H](OC)CN(C)C(=O)c2cc(NC(=O)Nc3ccccc3F)ccc2OC[C@H]1C | -3.3 | 0.4
C[C@H](CO)N1C[C@H](C)[C@H](CN(C)C(=O)Cc2cccnc2)Oc2ncc(/C=C/c3ccccc3)cc2C1=O | 5.6 | 1.1
Cc1noc(C)c1S(=O)(=O)N(C)C[C@H]1OCCCC[C@H](C)Oc2ccc(NS(=O)(=O)c3ccccc3)cc2C(=O)N([C@@H](C)CO)C[C@@H]1C | nt | 0.1
C[C@H]1CN([C@@H](C)CO)C(=O)c2cc(-c3cccnc3)cnc2O[C@H]1CN(C)Cc1ccccc1 | -1.5 | -0.7
NC(=O)C1CCN(C(=O)CSc2nc3ccccc3o2)CC1 | -9.0 | -0.2
Cc1ccc(S(=O)(=O)Nc2ccc3c(c2)CC(=O)N([C@@H](C)CO)C[C@H](C)[C@@H](CN(C)S(=O)(=O)c2c(C)noc2C)O3)cc1 | nt | -8.3
CCCC(=O)Nc1ccc2c(c1)OC[C@@H](C)N(C(=O)CC)C[C@@H](C)[C@@H](OC)CN(C)C2=O | -1.9 | 0.4
C[C@H](CO)N1C[C@H](C)[C@H](CN(C)Cc2ccc3c(c2)OCO3)Oc2c(NS(=O)(=O)c3ccc(Cl)cc3)cccc2C1=O | nt | -0.9
C[C@@H]1CN([C@H](C)CO)C(=O)Cc2cc(NC(=O)C3CCCCC3)ccc2O[C@@H]1CN(C)C | -2.0 | 1.3
CO[C@H]1CN(C)C(=O)c2cc(NC(=O)Nc3ccccc3)ccc2OC[C@H](C)NC[C@@H]1C | -7.8 | 0.4
CCCCCCC/C=N/NC(=O)CCCCCCC(=O)O | 7.9 | nt
COc1ccc(NC(=O)N(C)C[C@@H]2Oc3ccc(NS(=O)(=O)c4ccc(C)cc4)cc3C(=O)N([C@H](C)CO)C[C@@H]2C)cc1 | nt | -0.1
COc1ccc(NC(=O)N(C)C[C@H]2OCCCC[C@H](C)Oc3ccc(NC(=O)Cc4ccccc4)cc3C(=O)N([C@H](C)CO)C[C@@H]2C)cc1 | nt | -2.8
CCCn1c(=O)c2[nH]c(-c3ccc(OCC(=O)Nc4ccc(C#N)cc4)cc3)nc2n(CCC)c1=O | -8.4 | 0.2
Cc1ccc(/C=C2/CNC/C(=C\c3ccc(C)cc3)C2=O)cc1 | -19.4 | 0.4

Compound profiles, as listed above:
Results for CCCC(=O)Nc1ccc2c(c1)OC[C@@H](C)N(C(=O)CC)C[C@@H](C)[C@@H](OC)CN(C)C2=O : EZH2 inh = -1.9; IDH1 mut inh = 0.4
Results for CCCn1c(=O)c2[nH]c(-c3ccc(OCC(=O)Nc4ccc(C#N)cc4)cc3)nc2n(CCC)c1=O : EZH2 inh = -8.4; IDH1 mut inh = 0.2

Carrying on.
SMILES | EZH2 inh | IDH1 mut inh
C[C@@H]1CN([C@@H](C)CO)C(=O)CCCn2cc(nn2)CO[C@@H]1CN(C)Cc1ccc(-c2ccccc2)cc1 | -5.8 | nt
CC(=O)N(C)C[C@H]1Oc2cc(C#CCC(C)C)ccc2S(=O)(=O)N([C@H](C)CO)C[C@@H]1C | -4.1 | -0.7
C[C@@H]1CCCCO[C@H](CN(C)C(=O)C2CCCCC2)[C@@H](C)CN([C@@H](C)CO)C(=O)c2cc(NC(=O)Nc3cccc4ccccc34)ccc2O1 | nt | -1.3
COc1ccc(NC(=O)N(C)C[C@H]2Oc3c(NC(=O)CCCCCC(=O)Nc4ccccc4N)cccc3C(=O)N([C@@H](C)CO)C[C@@H]2C)cc1 | -0.1 | nt
O=C(NCc1ccccn1)c1ccc(Cl)c(S(=O)(=O)N2CCOCC2)c1 | 17.1 | -0.6
O=C(CSc1nc(O)cc(=O)n1-c1ccccc1)Nc1ccccc1Cl | -4.3 | -0.1
COCC(=O)Nc1ccc2c(c1)C(=O)N(C)C[C@@H](OC)[C@@H](C)CN(C(=O)c1ccccn1)[C@H](C)CO2 | 10.3 | 0.2
O=C(NCC[C@H]1CC[C@@H](NS(=O)(=O)Cc2ccccc2)[C@H](CO)O1)C1CC1 | 1.9 | 0.2
O=C(C[C@@H]1C=C[C@@H](NC(=O)Nc2ccc(C(F)(F)F)cc2)[C@H](CO)O1)NCCN1CCCC1 | 4.5 | -0.1
CC1CC(OC(=O)C(O)c2ccccc2)CC(C)(C)N1C (stereo unspecified) | nt | -0.8
CCCNC(=O)C[C@@H]1C[C@H]2c3cc(NC(=O)C4CCC4)ccc3O[C@H]2[C@H](CO)O1 | -6.2 | -0.2
CC(C)(C)C1CCc2c(sc(NC(=O)CN3CCOCC3)c2C#N)C1 (stereo unspecified) | -3.9 | -0.1
O=C(Cn1cnc2sc(-c3ccccc3)cc2c1=O)Nc1ccccc1 | 7.3 | 2.3
C[C@H](CO)N1C[C@H](C)[C@H](CN(C)Cc2cccc3c2OCCCO3)OCc2ccccc2-c2ccccc2C1=O | -9.6 | -3.5
C[C@H](CO)N1C[C@H](C)[C@@H](CN(C)Cc2ccc(C(=O)O)cc2)Oc2ccc(NC(=O)Cn3cnnn3)cc2C1=O | nt | 3.8
C[C@H]1CN([C@@H](C)CO)S(=O)(=O)c2ccc(C#Cc3ccncc3)cc2O[C@H]1CN(C)C(=O)C1CC1 | -5.0 | nt
COc1ccc(NC(=O)N(C)C[C@H]2Oc3cc(C#CCC(C)C)ccc3S(=O)(=O)N([C@H](C)CO)C[C@H]2C)cc1 | -15.6 | 0.2
C[C@@H]1CN([C@@H](C)CO)C(=O)c2cc(-c3ccccc3)cnc2O[C@@H]1CN(C)C(=O)NC1CCCC1 | 9.8 | -4.9
C[C@@H]1CN([C@H](C)CO)S(=O)(=O)c2ccc(C#Cc3ccccc3F)cc2O[C@@H]1CN(C)CC1CC1 | -8.4 | -1.5
Cn1c(SCC(=O)Nc2cc(Cl)c(Cl)cc2Cl)nnc1-c1ccccc1 | 1.4 | -0.5
C[C@H](CO)N1C[C@H](C)[C@H](CN(C)C(=O)c2ccccc2)OCCCC[C@H](C)Oc2ccc(NC(=O)Nc3ccc(C(F)(F)F)cc3)cc2C1=O | nt | -1.2

Not all compounds are listed. The share of hits here may be higher or lower than overall.
